Dynein transport: blocks dynein driven cargo transport along microtubules; 3617.4 mouse cells, GR-EGFP nuclear translocation imaging; test concentration mostly 20 µM; stimulated with dexamethasone, 1 µM; active compounds read low; 220,000 tested, 0.47% active; AID 1381; z-score, hits read low;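 active = plate z-score of nuclear minus cytoplasmic receptor signal below a set negative limit, without overly bright fluorescence or cell loss, cut at about -3.5 in these data, passing the limit was not always enough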;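 note: z-score of nuclear minus cytoplasmic ring GR-EGFP intensity difference per well; some compounds called inactive have numbers as strong as hits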
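Schedule: 48 h induction, then 1 h compound, then 30 min agonist, 37 °C. Buffer or medium: tetracycline-free induction medium containing charcoal-stripped FBS. Reagent: 1.0 µM final dexamethasone stimulus. Evaluation: nuclear versus cytoplasmic GR-EGFP signal, averaged per well. Signal: high-content fluorescence imaging after fixation.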
KOR beta-arrestin-1: kappa opioid receptor blockers – cell-based, luminescence, uHTS (AID 1778); KOR beta-arrestin recruitment, luminescence, antagonist mode; higher % means a stronger effect; one-dose inhibition, % at 10 µM; IC50 in µM for titrated hits; 290,000 tested, 0.091% active; note: strong numbers were not always called active
M1AAP inhibition: P. falciparum M1AAP inhibitors, biochemical, fluorogenic H-Leu-NHMec substrate, 1536-well (AID 1445); 220,000 tested, 0.42% active; inhibition, % at 30 µM, or IC50 in µM where a hit was titrated; recombinant M1AAP, H-Leu-NHMec fluorogenic kinetic assay; higher % means a stronger effect;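 active = primary inhibition above the hit cutoff, then over 50% inhibition at one or more dose response concentrations, cut at about 23% in these data, passing the limit was not always enough; inconclusive = conflicting primary data, or primary hits not chosen for dose response; inactive = low primary inhibition, or under 50% at every dose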;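 note: plate controls were DMSO full reaction for no effect and no enzyme background for full effect; strong numbers were not always called active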
GPR55 beta-arrestin: selective activators of receptor GPR55 – imaging, U2OS cells, beta-arrestin-GFP redistribution, primary screen (AID 1961); 290,000 tested, 0.048% active; activation, % at 10 µM, or EC50 in µM where a hit was titrated; U2OS GPR55 beta-arrestin-GFP redistribution imaging; higher % means a stronger effect;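 active = activation above 40% with more than 50 cells counted in the well; inconclusive = wells holding fewer than 50 cells, flagged as toxic or sparse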;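 note: U2OS osteosarcoma cells stably expressing GPR55 and beta-arrestin-GFP; plate controls were DMSO negative control for no effect and LPI positive control for full effect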
M17LAP inhibition: P. falciparum M17LAP inhibitors, primary screen, biochemical, fluorogenic H-Leu-NHMec substrate, 1536-well (AID 1619). recombinant M17LAP, H-Leu-NHMec fluorogenic kinetic assay; higher % means a stronger effect. 220,000 tested, 0.38% active. one-dose inhibition, % at 30 µM; IC50 in µM for titrated hits;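 active = compound inhibiting the enzyme by more than half at any dose during confirmatory dose-response retesting; inconclusive = strong single-dose inhibitors picked by rank but not retested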;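 note: plate controls were full reaction with DMSO carrier for no effect and no enzyme background for full effect; strong numbers were not always called active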
HEK293 NOD2/NF-kB: NOD2 signaling inhibitors, cell-based, luminescence, uHTS, HEK293 (AID 1566). HEK293 NOD2/NF-kB luciferase reporter, luminescence; higher % means a stronger effect. one-dose inhibition, % at 4 µM; EC50 in µM for titrated hits. 290,000 tested, 0.63% active; note: many of its hits are not listed in these tables
KOR beta-arrestin-2: kappa opioid receptor activators – cell-based, luminescence, uHTS, primary screen (AID 1777); KOR beta-arrestin recruitment, luminescence; higher % means a stronger effect; activation, % at 10 µM, or EC50 in µM where a hit was titrated; 280,000 tested, 0.02% active; in the data active = activation above about 50%, passing the limit was not always enough; note: a part of the inactive calls stands beside numbers as strong as those of hits
AID2073: disruptors of CaV2.2 binding to Mint1 – biochemical, HTRF (AID 2073). HTRF protein-protein interaction, Mint1-CaV2.2; higher % means a stronger effect. 290,000 tested, 0.19% active. inhibition, % at 20 µM; hits with a dose series show IC50 in µM; in the data active = inhibition mostly above about 51%, no sharp cut-off; inconclusive = no clear call, values can overlap the other calls; inactive = mostly below about 53%; note: some results filed as inactive read as strong as hits
NOD1 NF-kB reporter: inhibition of NOD1-driven NF-kB reporter – cell-based, luminescence, uHTS, primary screen (AID 1578); 290,000 tested, 1% active; inhibition, % at 4 µM; hits with a dose series show EC50 in µM; NOD1-driven NF-kB luciferase reporter cells, luminescence; higher % means a stronger effect; in the data active = inhibition mostly above about 36%, no sharp cut-off; inactive = mostly below about 34%;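 note: HEK-293T reporter cells stimulated with the NOD1 agonist gamma-tri-DAP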
Dynein transport cytoplasmic EGFP: further read-out of Dynein transport, marked with its call; z-score; measured here: cytoplasmic GR-EGFP intensity; active compounds read high
Dynein transport nuclear GR-EGFP: recorded beside Dynein transport, whose call it bears; z-score; measured here: nuclear GR-EGFP intensity;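 lower value marks the stronger effect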
Dynein transport cell count: second read-out of Dynein transport, no call of its own (marks repeat the call); z-score; measured here: cell count per field
* = called active by the depositor; ? = inconclusive; / = no result given; [ ] = dose if it differs, or a comment. Cut-off read from the data, not from the text of the source, unless noted: active = inhibition above about 50%; inactive = the rest. Some of the compounds tested (hit frequency here may not be typical).

SMILES,Dynein transport,Dynein transport cytoplasmic EGFP,Dynein transport nuclear GR-EGFP,Dynein transport cell count,KOR beta-arrestin-1,M1AAP inhibition,GPR55 beta-arrestin,M17LAP inhibition,HEK293 NOD2/NF-kB,KOR beta-arrestin-2,AID2073,NOD1 NF-kB reporter
O=C(CCO)c1ccc(O)cc1,0.007,-0.24,0.15,0.11,-3%,3%,0.5%,25%,3%,-3.2%,27%,-9%
CC1(C)Cc2c(sc3c2c(=N)n(Cc2ccco2)c(=O)n3CC(=O)Nc2ccccc2)CO1,0.67,-0.071,0.58,0.41,22%,-1%,-0.2%,-1%,-8%,1.8%,-7%,-2%
COCCCNC(=O)CN(c1cc([N+](=O)[O-])ccc1OC)S(C)(=O)=O,0.63,-0.28,0.23,0.18,-21%,5%,0.2%,8%,2%,-5.9%,3%,-25%
CC1=C(C(=O)OCc2ccccc2)C(c2ccco2)C2=C(CC(C)(C)CC2=O)N1 (stereo not drawn),0.64,-0.17,0.57,0.059,-7%,16%,-0.2%,5%,2%,7.4%,-5%,-9%
O=S(=O)(c1ccccc1C(F)(F)F)N1CCN(CC(O)COc2ccccc2F)CC1 (stereo not drawn),/,/,/,/,3%,/,0.3%,/,2%,1.0%,28%,-20%
Cc1[nH]c2ccccc2c1-c1csc(NC(=O)CSCCO)n1,-0.2,-0.12,-0.049,0.21,-9%,3%,0.6%,10%,-21%,-3.7%,-15%,-19%
COc1ccccc1NC(=O)Nc1ccccc1C#N,/,/,/,/,-23%[20 µM],/,1.0%,/,4%,-9.0%,6%,17%
O=C(CSc1nnc(-c2cccnc2)n1Cc1ccccc1)NCc1ccccc1,0.11,-0.012,-0.17,-0.35,-2%,0%,0.3%,6%,-13%,-6.4%,1%,-19%
CCOc1cc(/C=N/NC(=O)c2ccc(CN3CCOCC3)cc2)ccc1OC,-0.94,-0.33,-0.46,0.93,-4%[20 µM],7%,0.0%,14%,3%,-7.9%,11%,-24%
CC(=NCC1CCCO1)c1c(O)[nH]c(=O)[nH]c1=O (stereo not drawn),-1,0.0023,-0.14,0.31,-13%,5%,-0.2%,7%,-3%,1.1%,9%,-24%
COC(=O)c1nnn(-c2nc(N3CCOCC3)nc(N3CCOCC3)n2)c1C,-0.085,-0.35,-0.12,0.3,-1%,-3%,0.1%,0%,-3%,-3.1%,0%,-16%
CCOC(=O)c1c(-c2ccc(C)cc2)csc1NC(=O)c1cccc(N2C(=O)CCC2=O)c1,-3,1.5,-1.5,-4.1,-1%,9%,0.1%,8%,2%,13%,4%,-28%

Profiles, quoted from the list. Order of values: Dynein transport | Dynein transport cytoplasmic EGFP | Dynein transport nuclear GR-EGFP | Dynein transport cell count | KOR beta-arrestin-1 | M1AAP inhibition | GPR55 beta-arrestin | M17LAP inhibition | HEK293 NOD2/NF-kB | KOR beta-arrestin-2 | AID2073 | NOD1 NF-kB reporter
CC(=NCC1CCCO1)c1c(O)[nH]c(=O)[nH]c1=O (stereo not drawn) is listed as -1 | 0.0023 | -0.14 | 0.31 | -13% | 5% | -0.2% | 7% | -3% | 1.1% | 9% | -24%
COCCCNC(=O)CN(c1cc([N+](=O)[O-])ccc1OC)S(C)(=O)=O is listed as 0.63 | -0.28 | 0.23 | 0.18 | -21% | 5% | 0.2% | 8% | 2% | -5.9% | 3% | -25%
Cc1[nH]c2ccccc2c1-c1csc(NC(=O)CSCCO)n1 is listed as -0.2 | -0.12 | -0.049 | 0.21 | -9% | 3% | 0.6% | 10% | -21% | -3.7% | -15% | -19%

The listing continues.
SMILES,Dynein transport,Dynein transport cytoplasmic EGFP,Dynein transport nuclear GR-EGFP,Dynein transport cell count,KOR beta-arrestin-1,M1AAP inhibition,GPR55 beta-arrestin,M17LAP inhibition,HEK293 NOD2/NF-kB,KOR beta-arrestin-2,AID2073,NOD1 NF-kB reporter
Cc1cccc(C)c1NC(=S)NC(=O)CCc1ccccc1,-0.37,-0.17,0.21,0.28,9%,9%,0.3%,1%,9%,-1.4%,6%,40%
COc1ccc(-n2nc3c(c2NC(=O)c2ccc(S(=O)(=O)N4CCOCC4)cc2)CS(=O)C3)cc1 (stereo not drawn),-0.096,-0.17,-0.024,-0.4,24%,1%,-0.3%,2%,17%,-3.9%,-5%,-13%
COC(=O)c1ccc(Nc2ncnc3sccc23)cc1,/,/,/,/,9%,/,0.9%,/,-12%,-3.2%,18%,0%
O=C(O)/C=C\C(=O)N1CCc2ccccc21,0.68,-0.19,0.26,-0.13,-1%,0%,0.2%,18%,12%,-2.5%,8%,-13%
COc1ccc(C2/C=C\CN(C(=O)CC(C)(C)C)CC(=O)N2Cc2ccc(F)cc2)cc1 (stereo not drawn),0.42,-0.75,0.22,0.14,15%,-5%,-0.1%,1%,-1%,4.1%,-14%,-7%
CCc1cc[n+](C2=C([O-])c3ccccc3C(=O)/C2=N\S(=O)(=O)c2cccs2)cc1,-2.6,0.3,-1.1,0.68,-17%,11%,-0.2%,54%,13%,-0.2%,6%,-69%
O=C(Nc1ccc(F)c(Cl)c1)NC1CC1,-0.94,-0.16,-0.35,0.69,1%,8%,-0.3%,1%,3%,-1.1%,11%,-12%
CC(C)C[C@H](NC(=O)[C@@H]1Cc2ccccc2CN1)C(=O)Nc1ccc(C(C)C)cc1,/,/,/,/,-5%,/,-0.1%,/,-6%,-0.3%,12%,-22%
O=C1COc2ccc(C(=O)CSc3nnc(-c4cccs4)n3Cc3ccccc3)cc2N1,-0.42,-0.17,-0.041,0.46,7%,-3%,-0.2%,1%,-21%,14%,37%,-31%
O=C(COc1cc(F)ccc1[N+](=O)[O-])Nc1ccc(N2CCOCC2)cc1,-1,-0.25,-0.38,0.62,-18%,2%,-0.6%,0%,2%,5.1%,-13%,-21%
CC(=O)OCC1OC(OC(C)=O)C(NC(=O)Cc2ccccc2)C(OC(C)=O)C1OC(C)=O (stereo not drawn),1.4,-0.28,1.5,-0.98,-10%,2%,0.2%,9%,-12%,-2.7%,3%,-32%
O=Cc1cccc(OC(=O)/C=C/c2ccco2)c1,/,/,/,/,2%[20 µM],/,0.3%,/,2%,1.6%,25%,-8%
O=C(CN(C(=O)c1csnn1)c1ccc2c(c1)OCCO2)NCc1ccccc1,/,/,/,/,24%,/,-0.2%,/,3%,-4.6%,4%,-21%
CN1C(=O)CSC1=Nc1ccc(Br)cc1,/,/,/,/,-19%[20 µM],/,0.0%,/,9%,-2.1%,-4%,-8%
COCCCNC(=O)C1CCN(S(=O)(=O)c2c(C)noc2/C=C\c2ccc(OC)cc2)CC1,0.23,0.035,0.9,0.88,15%,7%,0.2%,-2%,8%,-0.3%,1%,-4%
CC(C)O/C(=N\S(=O)(=O)c1ccc(Cl)cc1)c1ccccc1,1.2,-0.17,1,-0.89,-11%,5%,-0.2%,-5%,14%,-5.1%,4%,-9%
CCOC(=O)c1csc(-c2ccc3c(c2)CCO3)n1,0.1,-0.16,0.047,0.14,20%,1%,-0.4%,2%,-54%,-5.4%,6%,-3%
CC(C)OC(=O)C1C(=O)CC(C)(O)C(C(=O)OC(C)C)C1c1cccc([N+](=O)[O-])c1 (stereo not drawn),-1.1,-0.26,-0.57,0.84,5%,-1%,-0.3%,9%,-4%,-2.7%,-8%,43%
COC(=O)[C@H]1C[C@@H]1[C@H](NC(=O)c1cnccn1)c1ccccc1,0.037,-0.21,0.46,0.16,-32%,9%,0.2%,-6%,15%,-0.6%,-8%,-36%
CC(C)CC(NC(=O)CCC(=O)OCC(=O)[C@@]1(O)CCC2[C@@H]3CCC4=CC(=O)C=C[C@]4(C)C3[C@@H](O)C[C@@]21C)C(=O)O (stereo partly drawn),/,/,/,/,-2%,/,0.8%,/,25%,4.1%,9%,2%
Cc1ccc(NC(=O)C2(S(=O)(=O)c3ccc(C)cc3)CC2)cc1,1.4,0.33,1.6,-1.4,1%,-6%,-0.1%,-12%,0%,3.5%,1%,2%
CCc1nn(CC(=O)NCCN2CCOCC2)c(=O)c2cc3c(OC)cccc3n12,/,/,/,/,-36%,/,-0.2%,/,19%,-2.1%,22%,8%
COc1ccc(C(C)(C)C)cc1NC(=O)COC(=O)c1ccc([N+](=O)[O-])o1,-1.3,-0.29,-0.49,0.45,28%,10%,-0.3%,12%,-2%,-7.3%,-2%,-48%
O=c1c(-c2ccccc2)[n+]([O-])c2ccccc2n1O,-0.27,-0.0096,-0.22,0.62,-60%,2%,0.0%,-16%,6%,2.3%,15%,6%
O=C(O)CCCC(=O)Nc1ccc(C(=O)N2CCCCC2)c(Cl)c1,-1.2,-0.23,-0.43,0.55,18%,5%,0.3%,4%,2%,2.1%,18%,/
COc1ccc(CCNC(=O)/C(C#N)=C/c2ccc(OCC(=O)NCC3CCCO3)cc2)cc1OC (stereo not drawn),-0.35,-0.28,0.15,0.19,-26%[20 µM],/,-0.1%,/,11%,/,-7%,-12%
O=C(CCCCn1c(=O)c2ccccc2n(CC(=O)NC2CCCC2)c1=O)NC1CCCC1,-0.42,-0.23,-0.61,0.79,-8%,9%,-0.1%,-14%,-12%,23%,16%,-10%
CCSc1nc(N)nc(-c2cccs2)c1C#N,/,/,/,/,-46%,-6%,-0.3%,5%,-22%,1.1%,13%,-29%
O=c1[nH]c(C(Cl)(Cl)Cl)nc2ccc3ccccc3c12,/,/,/,/,-6%,/,0.2%,/,34%,-2.8%,4%,16%
COc1ccc(C(=O)NCc2ccc(C(=O)NCC(OC)OC)cc2)cc1OC,-0.97,-0.26,-0.44,-0.0029,-11%,8%,0.1%,21%,1%,-0.3%,4%,-30%
O=C(Nc1ccc(C2=NCCN2)cc1)c1ccc(C(=O)Nc2ccc(C3=NCCN3)cc2)c(Cl)c1,0.99,-0.093,0.38,-2.2,3%,1%,0.2%,18%,15%,-4.2%,52%*,-8%
O=C(NC(Cc1ccccc1)C(=O)O)c1cccnc1Cl (stereo not drawn),/,/,/,/,16%,/,0.2%,/,16%,-1.1%,?,-1%

Compound activity (PubChem)
